Eya2 phos inh: qHTS Assay for Inhibitors of the Phosphatase Activity of Eya2; Protein phosphatase EYA2 (Homo sapiens), O00167; recombinant Eya2, OMFP fluorescence dephosphorylation (OMFP is methylfluorescein phosphate); Potency, µM (doses to about 76.9 µM), without a hit: at the top dose activity, negative = inhibition, hits mostly inhibitors; 330,000 tested, 0.006% active; note: potency is the fitted concentration of half-maximal effect; % is set by controls: 0 for no effect and ±100 for the full control effect
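Eya2 (0.2 uM) preincubated 10 min at ambient with compound, then OMFP substrate added at 50 uM; 10 min reaction in 50 mM HEPES pH 7.5, 50 mM NaCl, 5 uM MgCl2, 0.05% BSA, 1 mM DTT. Fluorescence read at Ex 485/Em 525 nm.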
B2AR arrestin: qHTS assay of beta-arrestin-biased ligands of beta2-adrenergic receptor; AID 492947, 2010; 330,000 tested, 0.02% active; Beta-2 adrenergic receptor (Homo sapiens), P07550; beta-arrestin recruitment to beta2AR, cell-based reporter; Potency, µM (series often up to 46.1 µM), inactives show at the top dose activation, hits mostly activators;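 note: potency is the fitted concentration of half-maximal effect; 0% = DMSO controls and full agonism = EC100 isoproterenol or metaproterenol; nearly all actives have a fitted effect of over 65% in size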
Target sequence (P07550 whole entry, looked up): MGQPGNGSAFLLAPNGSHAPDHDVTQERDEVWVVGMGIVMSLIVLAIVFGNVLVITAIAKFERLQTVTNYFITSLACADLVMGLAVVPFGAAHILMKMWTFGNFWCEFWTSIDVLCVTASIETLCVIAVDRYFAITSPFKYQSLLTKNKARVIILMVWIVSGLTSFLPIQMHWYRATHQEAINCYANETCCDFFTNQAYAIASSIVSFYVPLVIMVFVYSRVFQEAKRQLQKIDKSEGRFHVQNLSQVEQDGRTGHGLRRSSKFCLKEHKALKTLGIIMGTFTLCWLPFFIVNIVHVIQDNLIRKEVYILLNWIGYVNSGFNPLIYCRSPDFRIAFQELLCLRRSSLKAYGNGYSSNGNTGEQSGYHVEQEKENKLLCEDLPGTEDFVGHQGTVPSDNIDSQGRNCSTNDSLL
TSHR antag: Antagonists of the Thyroid Stimulating Hormone Receptor: HTS campaign | Thyrotropin receptor (Homo sapiens), P16473 | TSHR-expressing cells, TSH-stimulated cAMP HTRF, 2 h; active compounds read low | activity change, negative = inhibition, % at 11.5 µM | 330,000 tested, 0.2% active;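 active = activity change below a set negative limit, meaning inhibition stronger than a set level, cut at about -70% in these data; inconclusive = activity change between two set negative limits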; note: % is set by controls: 0 for no effect and ±100 for the full control effect
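TSHR-expressing cells were treated with compounds, then stimulated with TSH at EC80 (4nM final) for 2 hours at 37 deg C. Cellular cAMP was measured by HTRF competition between lysate cAMP and cAMP-d2 for a cryptate-labelled anti-cAMP antibody.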
ELG1 DNA repair: qHTS screen for small molecules that inhibit ELG1-dependent DNA repair in human embryonic kidney (HEK293T) cells expressing luciferase-tagged ELG1; HEK293T ELG1-luciferase reporter, luminescence, 16 h; DNA damage induced by 5-fluorouridine; Potency, µM (titrated, usually from 46.1 µM), without a hit: at the highest dose activity change, negative = inhibition, actives largely listed as inhibitors; 330,000 tested, 2.3% active; AID 504467, 2011; note: potency is the fitted concentration of half-maximal effect; % is set by controls: 0 for no effect and ±100 for the full control effect; nearly all actives have a fitted effect of over 55% in size
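Reporter activity after DNA damage by 5-fluorouridine is monitored. Compound-treated cells incubate 16 hr at 37 °C, then ONE-Glo is added for 30 min before luminescence reading.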
TCR activator: Activators of T cell receptors: qHTS campaign. primary human leukocytes, anti-CD3, IL-2 HTRF, 48 h. Potency, µM (titrated, usually from 9.22 µM), without a hit: at the top dose activation of IL-2 secretion, most hits filed as activators. 330,000 tested, under 10 active. AID 504894, 2011; note: % of control where 0% means no effect
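Activity was scored as IL-2 release from primary human leukocytes given only a TCR signal (a-CD3 beads) plus compound for 48 hr. Detection used a two-antibody HTRF format read at 665nm.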
Tb PFK inh: qHTS Assay to Find Inhibitors of T. brucei phosphofructokinase. Potency, µM (doses to about 57.5 µM), inactives show at the top dose activity, negative = inhibition, actives largely listed as inhibitors. T. brucei PFK, ADP-Glo luminescence. 330,000 tested, 0.17% active. AID 485367, 2010;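 note: potency is the fitted concentration of half-maximal effect; 0% = uninhibited 1x PFK enzyme wells and -100% = no-enzyme wells; nearly all actives have a fitted effect of over 60% in size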
Target sequence (O15648 whole entry, looked up): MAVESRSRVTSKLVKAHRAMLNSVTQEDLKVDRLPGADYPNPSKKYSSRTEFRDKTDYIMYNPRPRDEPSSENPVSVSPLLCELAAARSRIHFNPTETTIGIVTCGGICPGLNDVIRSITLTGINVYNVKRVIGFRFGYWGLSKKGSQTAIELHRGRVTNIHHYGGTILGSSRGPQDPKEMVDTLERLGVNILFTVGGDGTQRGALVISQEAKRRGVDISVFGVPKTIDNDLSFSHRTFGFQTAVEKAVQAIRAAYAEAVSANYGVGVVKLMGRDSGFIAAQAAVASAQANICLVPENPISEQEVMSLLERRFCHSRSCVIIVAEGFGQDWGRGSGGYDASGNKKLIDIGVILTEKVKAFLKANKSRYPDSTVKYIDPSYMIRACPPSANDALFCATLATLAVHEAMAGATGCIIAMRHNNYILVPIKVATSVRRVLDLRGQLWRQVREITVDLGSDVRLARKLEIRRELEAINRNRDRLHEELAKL
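PFK 1.25 nM, F6P 0.5 mM, ATP 0.1 mM, 0.1 M TEA pH 8.0, 5 mM MgCl2, 0.01% Tween20, 0.1% BSA; 45 min RT. ADP-Glo readout. qHTS titration up to 57 uM; curves fitted, compounds curve-classed.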
Chronic BCR inh: qHTS Assay to Find Inhibitors of Chronic Active B-Cell Receptor Signaling; ABC-DLBCL IkBa-CBG/CBR reporter, luminescence ratio, 4 h; Potency, µM (top dose mostly 46.1 µM), for inactives: at the highest dose ratio change, negative = lower green/red ratio, actives largely listed as inhibitors; 340,000 tested, 0.05% active; active = well fitted inhibition curve with a large enough effect in the signal ratio, with a control signal flat, not every such curve was filed as active; inconclusive = small, poorly fitted or top-dose-only effect, or effect the other way, or a change in a side signal; the % refers to the signal ratio;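 note: potency is the fitted concentration of half-maximal effect; plate controls were basal doxycycline-induced cells for no effect and cells given 10 µM MG132 for full effect; MG132 reads +100%, hits lower the ratio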
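Cell line TMD8 (human ABC DLBCL), stably expressing tet-inducible CBG68-IkBa fusion and CBR; IMDM/0.5% FBS; cpd up to 46 uM; dox induction, 4 h, 37C/5% CO2; dual luminescence; green/red ratio; MG132 control.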
uPA generation: qHTS for Inhibitors of Cell Surface uPA Generation; 330,000 tested, 0.31% active; cell surface uPA generation assay, qHTS; AID 540303, 2011; Potency, µM (highest dose often 38.3 µM), for the others: at the top dose activity change, negative = inhibition, hits mostly inhibitors; active = well fitted inhibition curve with a large enough effect; inconclusive = small, poorly fitted or top-dose-only effect; inactive = no such curve, though single readings can be large or run the other way; tested in mouse RAW 264.7 cells; note: potency is the fitted concentration of half-maximal effect; % is set by controls: 0 for no effect and ±100 for the full control effect; nearly all actives have a fitted effect of over 55% in size
USP2a inh: qHTS Assay for Inhibitors of Ubiquitin-specific Protease USP2a Using CHOP2 as the Reporter; Ubiquitin carboxyl-terminal hydrolase 2 (Homo sapiens), O75604; USP2 core, Ub-CHOP2 coupled fluorogenic reporter, 485/531; Potency, µM (doses to about 38.3 µM), inactives show top-dose activity change, negative = inhibition, usual class: inhibitors; 330,000 tested, 0.01% active;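 note: potency is the fitted concentration of half-maximal effect; plate controls were DMSO wells for no effect and full inhibition by NEM control for full effect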
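Cell-free coupled assay: 10nM USP2 core preincubated 30min RT with compound in Tris-HCl pH 8.0/CaCl2/CHAPS buffer, then 25nM Ub-CHOP2 and 25nM reporter substrate; fluorescence (Ex 485/Em 531) read after 60min RT, normalized to NEM inhibition, concentration-response curves fitted.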
Mito fusion act: qHTS Assay for Small Molecule Inhibitors of Mitochondrial Division or Activators of Mitochondrial Fusion. S. cerevisiae fusion-defective mutant growth rescue, CellTiterGlo 48 h. Potency, µM (series often up to 46.1 µM), inactives show at the top dose growth rescue (activation), hits mostly activators. 320,000 tested, 0.23% active. AID 485298, 2010;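 note: potency is the fitted concentration of half-maximal effect; % of control where 0% means no effect; nearly all actives have a fitted effect of over 45% in size; temperature-sensitive fusion mutants such as fzo1-1 at 37 °C on non-fermentable ethanol glycerol medium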
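S. cerevisiae fusion-defective temperature-sensitive mutants (e.g. fzo1-1, mgm1-5) grown 48 h at 37C in YPEG (ethanol/glycerol non-fermentable) medium with 23 nl compound per well; growth rescue read as CellTiterGlo luminescence.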
TSG101-PTAP inh: qHTS Assay for Iinhibitors of HIV-1 Budding by Blocking the Interaction of PTAP/TSG101 | Tumor susceptibility gene 101 protein (Homo sapiens), Q99816 | Fluorescence polarization, FITC-PTAP peptide / Tsg101 binding | Potency, µM (titrated, usually from 115 µM), for the others: top-dose activity change, negative = inhibition, hits mostly inhibitors | 340,000 tested, under 10 active | AID 493005, 2010; active = well fitted inhibition curve with a large enough effect in the main read-out, with a control signal flat, not every such curve was filed as active; inconclusive = small, poorly fitted or top-dose-only effect, or effect the other way, or a change in a side signal; inactive = no such curve, though single readings can be large or run the other way; note: potency is the fitted concentration of half-maximal effect; % of control where 0% means no effect
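Tsg101 binding domain (10 uM final) was mixed with compound and a FITC-labeled PTAP peptide (50 nM final) in HEPES pH 7.5 buffer with NaCl, Tween 20, EDTA and TCEP; fluorescence polarization was read after 20 min at r.t.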
Active calls of the source: *; ? = inconclusive; · = not tested or not shown; & = joins results of further samples; [ ] = dose if it differs, or a comment. Unless noted, calls come from the whole dose curve; as a rule, active = well fitted curve in the direction sought with a large enough effect; inconclusive = small, poorly fitted or top-dose-only effect, or another doubt; inactive = no such curve, though single readings can be large; an effect the other way counts as inactive or inconclusive.

Compound,Eya2 phos inh,B2AR arrestin,TSHR antag,ELG1 DNA repair,TCR activator,Tb PFK inh,Chronic BCR inh,uPA generation,USP2a inh,Mito fusion act,TSG101-PTAP inh
COc1ccc(N(C(=O)c2cc3ccccc3oc2=O)C2C=CS(=O)(=O)C2)cc1 (stereo unspecified),-2%,-0.3%,11,4%,0%,1%,6%,-8%,2%,-6%,-9%
CNc1oc(-c2ccccc2F)nc1S(=O)(=O)c1ccc(C)cc1,6%,-0.3%,10,-5%,-4%,-2%,?,-1%,-2%,0%,0%
CC(C)COc1ccc(C2NC(=O)NC2=O)cc1 (stereo unspecified),14%,0.4%,0,17%,1%,-4%,3%,-2%,-1%,1%,-1%
CCCC(=O)Nc1ccccc1-c1nnc(SCC)[nH]c1=O,-16%,0.0%,6,17%,-1%,-1%,2%,-8%,0%,4%,-6%
O=[N+]([O-])c1cc(S(=O)(=O)Nc2ccccc2)ccc1N1CCN(c2ccc(O)cc2)CC1,-2%,-1.2%,-2,0%,-2%[46.1 µM],-11%,5%,2%,-1%,15%,2%
COc1ccc(CC(=O)Nc2ccccc2C(=O)NCCc2ccccc2)cc1,-5%,-0.2%,-31,?,-9%,13%,4%,8%,-1%,20%,-5%
O=[N+]([O-])c1ccc(/C=N/NS(=O)(=O)c2ccc(Cl)cc2)o1,-9%,-0.5%,2,6%,3%[46.1 µM],0%,1%,-12%,0%,0%,3%
O=[N+]([O-])/C=C/c1ccc2c(ccn2Cc2ccccc2)c1,-28%,0.2%,-6,?,7%,?,-14%,?,1%,-65%[inhibitor],-3%
N=c1c(C(=O)NCCN2CCOCC2)cc2c(=O)n3ccccc3nc2n1CCCN1CCOCC1,-11%,-0.2%,9,9%,-2%,-21%,-8%,5%,-1%,10%,-5%
Cc1cccc(CNS(=O)(=O)c2ccc(-c3cnc(C4CC4)o3)cc2)c1,-5%,0.5%,35,4%,0%,1%,-10%,-6%,0%,8%,-2%
O=C(c1cnccn1)N1CCc2ccccc2C1,-11%,0.2%,25,14%,-5%,0%,2%,8%,2%,-21%,-3%
COCCn1cc(C(=O)c2cc(Br)ccc2O)cc(C#N)c1=O,17%,0.0%,-6,?,4%,-5%,12%,-2%,1%,8%,-1%
CC(C)c1ccccc1OCC(=O)NN1C(=O)c2ccccc2C1=O,-7%,-0.1%,5,1%,2%,-5%,-11%,1%,0%,2%,0%
CCCc1cc(NCCCN2CCOCC2)n2c(nc3ccccc32)c1C#N,7%,-0.3%,3,?,-1%[46.1 µM],0%,?,-3%,3%,0%,-5%
CC(=O)Nc1ccc(NC(=O)C(Cc2ccccc2)NC(=O)C2CCC(C)CC2)cc1 (stereo unspecified),-15%,-0.1%,18,8%,9%[46.1 µM],3%,0%,-2%,-1%,0%,-6%
CCOc1ccc(NC(=O)CN(C)C(=O)c2c(-c3c(F)cccc3Cl)noc2C)cc1OCC,2%,-0.6%,26,?,8%,20%,-9%,5%,0%,30%,-1%

The list goes on, starting with the last 3 of the part before.
Compound,Eya2 phos inh,B2AR arrestin,TSHR antag,ELG1 DNA repair,TCR activator,Tb PFK inh,Chronic BCR inh,uPA generation,USP2a inh,Mito fusion act,TSG101-PTAP inh
CCCc1cc(NCCCN2CCOCC2)n2c(nc3ccccc32)c1C#N,7%,-0.3%,3,?,-1%[46.1 µM],0%,?,-3%,3%,0%,-5%
CC(=O)Nc1ccc(NC(=O)C(Cc2ccccc2)NC(=O)C2CCC(C)CC2)cc1 (stereo unspecified),-15%,-0.1%,18,8%,9%[46.1 µM],3%,0%,-2%,-1%,0%,-6%
CCOc1ccc(NC(=O)CN(C)C(=O)c2c(-c3c(F)cccc3Cl)noc2C)cc1OCC,2%,-0.6%,26,?,8%,20%,-9%,5%,0%,30%,-1%
Cc1cccc([C@@H]2[C@@H]3C(=O)N(Cc4ccccc4)C(=O)[C@@H]3[C@]3(Cc4ccccc4)C(=O)N(c4ccc(C(F)(F)F)cc4)C(=O)N23)c1,-5%,0.5%,-13,30%,-8%,0%,?,13%,-2%,5%,-2%
CCC1=C(OC(=O)N(CC)CC)N2C(=O)OC(=NCC3CC3)[C@]2(Cc2ccccc2)[C@H]2C1=CC[C@H]1C(=O)N(CC(=O)OC)C(=O)[C@H]12,-16%,-0.5%,-10,-1%,-1%,0%,-1%,-22%,-12%,?,-2%
O=C(Nc1ccc(S(=O)(=O)NC2=NCCCCC2)cc1)c1cccc(S(=O)(=O)N2CCOCC2)c1,-20%,0.3%,-23,?,-2%[46.1 µM],0%,-1%,2%,5%,·,3%
CC(=O)C1=C(O)C(=O)N(Cc2ccccc2)C1c1ccc(N(C)C)cc1 (stereo unspecified),13%,-0.3%,-5,4%,·,1%,12%,3%,2%,1%,-3%
CCN1CCN(c2cc3c(cc2F)c(=O)c(S(=O)(=O)c2ccccc2)cn3C)CC1,1%,-0.8%,-4,6%,4%,8%,7%&4%,0%,2%,6%,-4%
C=CCn1c(SCC(=O)NC2CCCCC2)nnc1-c1sc(N)nc1C,2%,-0.1%,-3,4%,13%,-4%,3%,-10%,3%,0%,-3%
O=C(O)c1cccc(NC(=O)c2cccc(S(=O)(=O)N3CCCCC3)c2)c1,20%,0.0%,-7,?,·,-5%,-3%,-2%,2%,-1%,-11%
COC(=O)c1cc(S(=O)(=O)NCc2cccc(Br)c2)c[nH]1,-5%,0.3%,-7,8%,2%,2%,1%,6%,-1%,13%,-3%
O=C(Nc1ccc2ccccc2c1)/C(=C\c1ccc2c(c1)OCO2)NC(=O)c1ccco1,6%,-0.9%,15,-19%,2%[46.1 µM],2%,?,0%,0%,4%,-1%
COc1ccc2[nH]cc(C(=O)CN(C)CCc3ccc(OC)c(OC)c3)c2c1,-1%,-0.2%,-4,-20%,-3%,-11%,-5%,0%,-1%,-6%,0%
O=C(COc1ccc(F)cc1)Nc1ccccc1N1CCOCC1,9%,-0.1%,-13,-12%,0%,-16%,4%,2%,-2%,3%,2%
COc1ccc(-c2cc(=O)oc3c(C)c(OC(C)C(C)=O)ccc23)cc1 (stereo unspecified),3%,-0.6%,-11,-18%,-3%,0%,-10%,8%,-1%,22µM*,-5%
CC(C)c1ccc(O)c(NC(=O)c2cccnc2)c1,2%,0.1%,-9,0%,·,2%,-11%,·,0%,1%,-5%
CN(Cc1ccsc1)C(=O)CCc1nnc(Cc2c[nH]c3ccccc23)o1,1%,0.0%,0,11%,-3%,3%,-6%,1%,-1%,3%,-1%
Fc1ccc(C(c2ccc(F)cc2)N2CCN(C/C=C/c3ccccc3)CC2)cc1,-13%&3%,-0.3%,-12&-17,-16%,-6%,1%,-1%,-4%,-7%,-48%&-16%[inhibitor],-1%
C=CCNC(=O)C1CC1(c1ccccc1)c1ccccc1 (stereo unspecified),0%,3.2%,18,5%,0%[46.1 µM],-2%,3%,-1%,0%,2%,-1%

From PubChem
